NOD2-RIPK2 inh: NOD2-RIPK2 protein interaction inhibition; CHO BLA complementation NOD2-RIPK2, CCF4 ratio; inhibition, % at 4.98 µM; 0.38% of 360,000 active; AID 624267; in the data active = inhibition above about 21%;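 also: 0% = vehicle only and 100% = reference blocker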
TLR9-MyD88 block: blocks human TLR9 binding to MyD88; inhibition, % at 4.98 µM; 0.21% of 340,000 active; Q9NR96+Q99836; CHO BLA complementation TLR9-MyD88, CCF4 FRET ratio;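 active = inhibition above the mean over all tested compounds plus 3 SD, cut at about 21% in these data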;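 also: 0% = DMSO only wells and 100% = clavulanate BLA inhibitor control wells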
COUP-TFII inh: inhibitors of human COUP-TFII (NR2F2); P24468; HEK293T NGFI-A luciferase reporter, luminescence; inhibition, % at 8.6 µM; 0.7% of 370,000 active; AID 686940;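 active = inhibition above a per-plate cutoff, mean inhibition of test wells between control levels plus 3 SD, cut at about 38% in these data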;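 also: cells cotransfected with COUP-TFII expression vector driving the NGFI-A reporter; 0% = median of COUP-TF2 test wells and 100% = reporter-only cells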
SRC3 inh: human NCOA3 inhibition; 0.17% of 360,000 active; AID 588352; HEK293 GAL4-SRC3 luciferase reporter, luminescence; Q9Y6Q9; inhibition, % at 3.6 µM;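 active = inhibition above a per-campaign cutoff, the mean of all compounds plus 3 SD, cut at about 60% in these data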;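 also: 0% = DMSO-treated cells and 100% = gossypol-treated cells at 36 µM; higher means less SRC3-driven luciferase light from the GAL4 reporter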
EBV LMP1 NFkB: reduces LMP1-driven NF-kappaB luciferase signal; LMP1-induced NF-kappaB luciferase reporter cells, luminescence; inhibition, % at 12.5 µM; 0.69% of 350,000 active; AID 504558; in the data active = inhibition above about 41%;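 also: 0% = neutral control wells and 100% = reference inhibitor control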
TROY signal inh: TROY signaling inhibition; Q293 LMP1-TROYcd NF-kB luciferase reporter, 4 h; 0.98% of 360,000 active; AID 1347056; inhibition, % at 10 µM;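 active = compounds whose plate-normalised and pattern-corrected inhibition of the luciferase reporter signal at the single screening dose is 50% or more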
NR5A2 inv ag: NR5A2 inverse agonism in reporter assay; inhibition, % at 3.6 µM; HEK293T StAR-luciferase reporter, LRH-1 transfected, 24 h; AID 602396; 0.13% of 360,000 active;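 active = inhibition above the mean inhibition of all tested compounds plus 3 SD, cut at about 73% in these data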;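 also: 0% = DMSO wells and 100% = reporter-only cells lacking LRH-1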
TRAIL sens C8: sensitizes caspase-8 expressing cells to TRAIL. NB7+C8 cells + TRAIL, ATPlite viability luminescence. inhibition (viability loss, TRAIL sensitization), % at 10 µM. 1% of 360,000 active. AID 624354;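 active = compounds causing at least 50% loss of cell viability in the single-dose screen, relative to plate controls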
Vif inh: inhibitors of HIV Vif; HEK293T cells, Vif self-association by quenched fluorescence, imaging, 24 h; inhibition, % at 7.49 µM; 0.35% of 340,000 active; AID 602346; in the data active = inhibition above about 50%, passing the limit was not always enough; also: some results filed as inactive read as strong as hits
NCOA1 inh: inhibitors of human steroid receptor coactivator 1 (SRC1); Q15788; HEK293 GAL4-SRC1 luciferase reporter, luminescence; inhibition, % at 3.6 µM; 0.12% of 360,000 active; AID 588354;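 active = inhibition above the campaign mean plus 3 SD, with each screening campaign given its own cutoff, cut at about 60% in these data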;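 also: 0% = DMSO treated cells and 100% = gossypol at 36 µM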
NCOA2 inhibitor: human SRC2 (NCOA2) inhibition; HEK293 GAL4-SRC2 luciferase reporter, luminescence; inhibition, % at 9 µM; 0.17% of 370,000 active; AID 651957;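 active = inhibition above the mean inhibition of all tested compounds plus 3 SD, set per campaign, cut at about 52% in these data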;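 also: 0% = DMSO treated cells and 100% = cells given Gossypol at 36 µM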
Starred values were filed as active, the others as inactive; . = not tested or not shown.

SMILES	NOD2-RIPK2 inh	TLR9-MyD88 block	COUP-TFII inh	SRC3 inh	EBV LMP1 NFkB	TROY signal inh	NR5A2 inv ag	TRAIL sens C8	Vif inh	NCOA1 inh	NCOA2 inhibitor
Cc1ccc(NS(=O)(=O)c2ccc(C(=O)N3CCC3)cc2)cc1	5	-4	12	23	14	10	24	-7	.	-3	-13
CC(C)c1cccc(C(C)C)c1NC(=O)CN(C)C1CCS(=O)(=O)C1 (stereo not drawn)	-4	-4	-16	-19	-4	-4	-1	5	8	-5	6
OCCCc1nc2ccccc2[nH]1	-3	4	0	-7	-1	-14	10	-6	-1	2	5
O=C(CSc1nnc(C2COc3ccccc3O2)o1)Nc1nccs1 (stereo not drawn)	-2	-4	.	-4	14	-36	-32	-7	9	-8	.
CC(C)CCNC(=O)C1(c2cccs2)CCOCC1	-12	5	11	-2	-6	17	4	-9	-1	12	5
C[C@H](CO)N1C[C@H](C)[C@@H](CN(C)C(=O)Nc2ccc(C(F)(F)F)cc2)Oc2ccc(NC(=O)Nc3ccc4c(c3)OCO4)cc2C1=O	2	12	15	5	15	5	-12	11	5	-7	-4
Cc1ccccc1OCCC(=O)OCC(=O)Nc1c(F)cccc1F	1	5	-4	-2	3	25	10	-4	2	2	-50
Cc1ccc(NC(=S)NNc2ccc(C(=O)O)cc2[N+](=O)[O-])cc1C	1	9	-16	-4	2	-23	-4	10	8	-4	6
O=C(/C=C/c1ccccc1)Nc1ccc2c(c1)OCCO2	1	-4	-36	-79	-21	-17	-208	75*	-7	-119	-10
CSc1ncccc1C(=O)OCC(=O)NCc1ccccc1	6	7	11	3	1	-12	5	7	-1	-26	-10
N#C/C(=C\c1coc2ccccc2c1=O)C(N)=S	-2	-6	13	5	-6	8	1	10	0	0	-25
COc1cccc(CC(NC(C)=O)C(=O)NC2CCN(c3nnnn3-c3ccccc3)CC2)c1 (stereo not drawn)	-7	0	20	-23	-3	-3	3	9	.	-7	3
CCOc1ccc(NC(=O)COc2ccc(C(=O)NCCc3ccccc3)cc2)cc1	-4	1	-1	21	-5	16	12	-8	10	7	6
CCOC(=O)Cc1c(C)nc(Cc2ccc(OC(C)C)cc2)[nH]c1=O	-4	-1	-3	13	-3	-4	1	-13	-5	3	28
C#CCOCCOCCOCCNc1nc(N2CCN(C(=O)[C@H](CCC(=O)O)n3cc(C(N)Cc4ccc(O)cc4)nn3)CC2)nc(N2CCN(C(=O)[C@H](CCC(=O)O)n3cc(C(N)[C@H](C)CC)nn3)CC2)n1 (stereo partly drawn)	-7	-12	.	-7	-2	-5	14	-5	-1	-5	.
CCC1CCCCN1CCNS(=O)(=O)c1ccc2c(c1)oc(=O)n2C (stereo not drawn)	1	-2	7	-3	-5	10	-39	-4	22	-16	-12
CC1(C)C(c2ccccc2)=[N+]([O-])CN1O	3	1	0	12	15	-13	1	-2	0	-6	-14
CSc1nc2ccc(S(=O)(=O)NC3CCCCC3)cc2s1	8	-5	11	-4	-4	0	-9	9	-10	13	2
COc1ccc(O)c(C(=O)c2cnn(C(=O)c3cccc(S(=O)(=O)N4CCOCC4)c3)c2)c1	0	-3	1	3	2	-19	1	2	4	-28	-32
COc1ccc(C(NC(=O)c2ccc(F)cc2)c2ccccc2)cc1 (stereo not drawn)	-1	-9	3	13	-1	8	21	-4	0	-1	-6
N#CCCn1nc(-c2ccccc2)cc1Nc1ccccc1NC(=O)C(F)(F)F	-3	7	11	23	-1	6	27	-10	-2	-17	27
O=C(c1ccoc1)N1CCN(c2cc(-c3cccnc3)nc3cc(-c4cccc(Cl)c4)nn23)CC1	-2	0	-2	-13	-6	-4	36	34	-14	12	4
CC(=O)Oc1cccc(C(=O)Nc2ccc(NC(=O)c3cccs3)cc2)c1	-10	5	-25	-39	-13	-75	-46	27	3	-48	-61
CCc1nc(SCC(=O)c2ccccc2)c2c(=O)n(C)c(=O)n(C)c2n1	-12	-2	-1	12	4	15	-11	8	4	6	-24
COc1cccc(-c2cnc3c(NC(C)=O)cc(-c4ccncc4)cn23)c1	2	.	0	-10	.	-4	10	10	-2	8	-24
O=C(Cn1cnc(Cl)c1Cl)c1ccccc1	-7	-5	-11	9	-8	8	-11	3	10	5	-5
COC(=O)c1ccc(NC(=O)CSc2ccccc2)cc1	-6	-3	-21	-33	-14	-87	-48	3	9	-67	-41
CC(=O)C[C@@H](O)CC(=O)[C@@H]1OC(=O)[C@@H](C)C/C=C\Cc2ccccc21	-3	-12	-7	-2	-4	-11	-13	-11	0	-3	-24
CCSC1=N/C(=C\c2ccc(C)s2)C(=O)S1	-19	3	-16	2	3	-8	-2	-4	0	-3	4
Cc1ccc(C(=O)N2CCN(c3cccc(Cl)c3)CC2)cc1C	-10	-3	-2	-14	-12	-37	-22	-4	-3	9	3
COCCn1c(N2CCN(c3ccccc3)CC2)nc2c1c(=O)n(C)c(=O)n2C	1	2	3	7	1	-16	1	1	-9	-6	1
CC(=O)c1c(C)[nH]c(C(=O)CSc2nc3ccc(C)cc3[nH]2)c1C	7	-10	5	29	15	9	16	11	-28	-14	26
Cc1onc(-c2c(F)cccc2Cl)c1C(=O)NNC(=O)C1CCN(Cc2cccc(F)c2)CC1	-1	8	-2	18	-2	-7	18	-1	-1	-20	-15
Cc1ccc2nc(-c3ccccn3)c(N)n2c1	6	.	-41	-80	.	-20	-144	8	9	-88	-61
CC1(C(=O)Nc2ccc3[nH]ncc3c2)CCN1C(=O)C1(c2ccccc2)CC1 (stereo not drawn)	1	.	-6	18	.	-6	-8	-3	4	12	6
O=C(NNC(=O)c1ccccc1[N+](=O)[O-])Nc1ccccc1C(F)(F)F	0	7	-1	13	-9	-28	11	-6	-7	-34	13
O=C(N/N=C/c1ccc(OCc2ccccc2)cc1)c1ccncc1	1	-8	-24	-28	7	-17	0	-4	-9	-29	-23
CCCCSc1nc2c(=O)[nH][nH]c(=O)c2n1Cc1ccccc1	-3	2	-4	0	-6	-14	-8	4	-4	-20	-15
CCOc1ccc(Cn2nnc(C(=O)Nc3ccc(OC)cc3OC)c2N)cc1	2	-9	6	3	-12	3	13	6	11	-2	-26
CN1CCC(NC(=O)NC2CCCCC2)CC1	-3	-4	-6	22	-12	-14	0	-1	-6	-19	3
Cc1ccc(C(=O)N2CC(C)OC(C)C2)cc1[N+](=O)[O-] (stereo not drawn)	3	0	-6	1	4	0	-6	-4	-3	-3	-16
Cc1ccc(-c2cn(CCC(=O)O)c(-c3ccc(Cl)nc3)n2)cc1	-5	4	-10	-24	-3	-12	8	3	.	-20	-6
Cc1cccc(-n2c(SCC(=O)Nc3nonc3C)nnc2-c2ccoc2C)c1	-5	-13	-11	5	-7	8	-3	-1	3	2	-25
CCN(CC(=O)Nc1ccccc1OC)C(=O)CSCc1c(C)noc1C	-2	-7	4	30	1	13	7	-5	-2	0	-6
Cc1ccc(-c2ccc(/C=N/NC(=O)CN3CCCC3)o2)cc1Cl	2	3	-14	6	5	-18	16	-7	12	4	-10
O=C(Nc1ccc(C(O)(C(F)(F)F)C(F)(F)F)cc1)c1ccc(Cl)c([N+](=O)[O-])c1	0	-3	-6	24	-3	50*	13	10	-13	6	-5
CCn1nc(C)c(NC(=O)Nc2cccc(Cl)c2Cl)c1C	4	-6	-1	27	4	-52	3	-7	-2	10	12
Cc1cccc(-c2nc(CS(=O)CC(=O)NCCc3ccc(Cl)cc3)c(C)o2)c1 (stereo not drawn)	3	-1	-10	21	0	-27	5	-5	-1	-25	-7

Whole records from above.
Cc1ccc(-c2cn(CCC(=O)O)c(-c3ccc(Cl)nc3)n2)cc1 reads NOD2-RIPK2 inh = -5; TLR9-MyD88 block = 4; COUP-TFII inh = -10; SRC3 inh = -24; EBV LMP1 NFkB = -3; TROY signal inh = -12; NR5A2 inv ag = 8; TRAIL sens C8 = 3; Vif inh = .; NCOA1 inh = -20; NCOA2 inhibitor = -6
O=C(Nc1ccc(C(O)(C(F)(F)F)C(F)(F)F)cc1)c1ccc(Cl)c([N+](=O)[O-])c1 reads NOD2-RIPK2 inh = 0; TLR9-MyD88 block = -3; COUP-TFII inh = -6; SRC3 inh = 24; EBV LMP1 NFkB = -3; TROY signal inh = 50*; NR5A2 inv ag = 13; TRAIL sens C8 = 10; Vif inh = -13; NCOA1 inh = 6; NCOA2 inhibitor = -5
CCOc1ccc(Cn2nnc(C(=O)Nc3ccc(OC)cc3OC)c2N)cc1 reads NOD2-RIPK2 inh = 2; TLR9-MyD88 block = -9; COUP-TFII inh = 6; SRC3 inh = 3; EBV LMP1 NFkB = -12; TROY signal inh = 3; NR5A2 inv ag = 13; TRAIL sens C8 = 6; Vif inh = 11; NCOA1 inh = -2; NCOA2 inhibitor = -26

Further structures follow:
SMILES	NOD2-RIPK2 inh	TLR9-MyD88 block	COUP-TFII inh	SRC3 inh	EBV LMP1 NFkB	TROY signal inh	NR5A2 inv ag	TRAIL sens C8	Vif inh	NCOA1 inh	NCOA2 inhibitor
COc1cc(C)c(S(=O)(=O)NCc2cccs2)cc1C	0	-9	20	13	2	-6	7	-7	4	-5	-11
CC(C)CNC(=S)Nc1ccc(S(N)(=O)=O)cc1	-5	8	-11	-14	-4	7	5	-3	-5	-1	-25
CCc1cc2cc3c(cc2nc1SCC(=O)N1CCN(C(=O)c2ccco2)CC1)OCO3	-6	3	14	22	-3	-18	10	-2	5	-9	8
CCN1CCN(S(=O)(=O)c2ccc3ccccc3c2)CC1	-5	4	.	6	-19	-9	-25	-11	-13	2	.
CC1OC(C(C)(C)C)Cc2[nH][nH]c(=O)c21 (stereo not drawn)	-21	.	7	.	.	-6	3	11	.	.	12
Cc1cc(C)n(-c2nc(NCCN(C)C)c3c4c(sc3n2)COC(C)(C)C4)n1	-11	.	6	6	.	50	-35	-9	-1	-17	-18

Some of these compounds in order of the Vif inh value, smallest number first.
SMILES	Vif inh
CC(C)CNC(=S)Nc1ccc(S(N)(=O)=O)cc1	-5
Cc1cc(C)n(-c2nc(NCCN(C)C)c3c4c(sc3n2)COC(C)(C)C4)n1	-1
COc1cc(C)c(S(=O)(=O)NCc2cccs2)cc1C	4

These rows are one share of the data, so the mix of outcomes need not match the whole.
